RBX1-CUL1 inh: blocks human RBX1-Cullin-1 di-ubiquitin formation; inhibition, % at 10 µM; P62877+Q13616; actives 0.6% (n = 140,000); in vitro K48 di-Ub FRET, acceptor:donor ratio, 45 min; in the data active means inhibition above about 25%
Target sequence (P62877 whole entry, looked up): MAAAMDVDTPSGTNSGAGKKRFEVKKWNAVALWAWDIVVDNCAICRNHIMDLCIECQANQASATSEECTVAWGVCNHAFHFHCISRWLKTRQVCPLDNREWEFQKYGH
Target sequence (Q13616 whole entry, looked up): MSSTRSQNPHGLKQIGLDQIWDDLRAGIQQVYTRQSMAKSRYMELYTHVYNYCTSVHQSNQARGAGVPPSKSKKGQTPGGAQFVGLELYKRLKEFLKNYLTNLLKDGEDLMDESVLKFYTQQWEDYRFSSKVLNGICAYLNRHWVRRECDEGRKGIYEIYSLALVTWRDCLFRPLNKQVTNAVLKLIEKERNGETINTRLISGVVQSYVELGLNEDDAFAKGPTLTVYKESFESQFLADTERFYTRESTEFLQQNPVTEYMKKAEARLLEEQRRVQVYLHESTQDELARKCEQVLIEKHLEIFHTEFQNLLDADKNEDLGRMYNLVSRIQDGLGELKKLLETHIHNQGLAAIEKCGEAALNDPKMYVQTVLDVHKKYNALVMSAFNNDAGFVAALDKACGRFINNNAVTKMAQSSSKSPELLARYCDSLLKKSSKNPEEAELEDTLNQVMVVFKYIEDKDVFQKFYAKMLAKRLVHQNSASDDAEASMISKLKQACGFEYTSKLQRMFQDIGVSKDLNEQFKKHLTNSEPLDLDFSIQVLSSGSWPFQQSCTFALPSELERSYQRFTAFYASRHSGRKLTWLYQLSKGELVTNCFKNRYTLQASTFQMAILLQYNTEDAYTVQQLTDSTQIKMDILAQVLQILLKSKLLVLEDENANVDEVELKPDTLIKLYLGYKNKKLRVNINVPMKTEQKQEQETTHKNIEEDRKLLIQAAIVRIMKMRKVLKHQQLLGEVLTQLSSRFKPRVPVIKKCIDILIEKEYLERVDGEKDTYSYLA
Active calls of the source: *.

A first look, 14 compounds:
SMILES | RBX1-CUL1 inh
Cc1ccc(CC(Sc2nc3ccc(C)cc3[nH]2)C(=O)O)cc1 (configuration not stated) | 0.6
Cc1ccc(C(=O)N2CCN(Cc3ccc(F)cc3)CC2)cc1C | -1.0
CCOc1cc(CNCc2cccs2)cc(Br)c1OCC | -6.3
COc1cc(NC(=O)CSc2ncc3c(n2)-c2ccc(Cl)cc2N(Cc2ccccc2)S3(=O)=O)cc(OC)c1 | -1.1
CCCC(C)NC(=O)c1c(C)noc1C (configuration not stated) | 8.9
COc1ccc(-c2nn(-c3cccc(F)c3)c3c2cnc2cc(OC)c(OC)cc23)cc1 | -1.6
Cc1cc(Br)c(NC(=O)C(F)(F)F)cc1C | -0.7
CCn1c(Cc2ccccc2)nnc1SCC(=O)Nc1ccc([N+](=O)[O-])cc1 | -4.0
CC(C)=NNC(=O)C1CC1c1ccccc1 (configuration not stated) | 6.8
Cc1ccc(N2C(=O)C(C)SC2c2cccc3cccnc23)cc1 (configuration not stated) | 3.5
CCN1C(=O)C(C2=NCCCC2)c2ccccc21 (configuration not stated) | 1.6
COc1cc(/C=C/c2nc3c(c(-c4ccc(F)cc4)c2C(=O)O)C(=O)c2ccccc2-3)cc(OC)c1OC | -0.5
c1ccc(-c2cnc(SCc3nc4ccccc4[nH]3)[nH]2)cc1 | -0.4
CC(C)c1ccc(Sc2ccc(F)cc2CC(=O)O)cc1 | -5.4

This part in full, previewed entries included:
SMILES | RBX1-CUL1 inh
Cc1ccc(CC(Sc2nc3ccc(C)cc3[nH]2)C(=O)O)cc1 (configuration not stated) | 0.6
Cc1ccc(C(=O)N2CCN(Cc3ccc(F)cc3)CC2)cc1C | -1.0
CCOc1cc(CNCc2cccs2)cc(Br)c1OCC | -6.3
COc1cc(NC(=O)CSc2ncc3c(n2)-c2ccc(Cl)cc2N(Cc2ccccc2)S3(=O)=O)cc(OC)c1 | -1.1
CCCC(C)NC(=O)c1c(C)noc1C (configuration not stated) | 8.9
COc1ccc(-c2nn(-c3cccc(F)c3)c3c2cnc2cc(OC)c(OC)cc23)cc1 | -1.6
Cc1cc(Br)c(NC(=O)C(F)(F)F)cc1C | -0.7
CCn1c(Cc2ccccc2)nnc1SCC(=O)Nc1ccc([N+](=O)[O-])cc1 | -4.0
CC(C)=NNC(=O)C1CC1c1ccccc1 (configuration not stated) | 6.8
Cc1ccc(N2C(=O)C(C)SC2c2cccc3cccnc23)cc1 (configuration not stated) | 3.5
CCN1C(=O)C(C2=NCCCC2)c2ccccc21 (configuration not stated) | 1.6
COc1cc(/C=C/c2nc3c(c(-c4ccc(F)cc4)c2C(=O)O)C(=O)c2ccccc2-3)cc(OC)c1OC | -0.5
c1ccc(-c2cnc(SCc3nc4ccccc4[nH]3)[nH]2)cc1 | -0.4
CC(C)c1ccc(Sc2ccc(F)cc2CC(=O)O)cc1 | -5.4
Cc1nnc(NC(=O)NCC2CCN(Cc3ccccc3)CC2)s1 | 3.8
c1ccc(CN2CCc3[nH]nc(-c4ccc5c(c4)OCO5)c3C2)nc1 | 5.9
COC(=O)c1ccccc1NC(=O)c1cc2nc(-c3ccc(OC)cc3)cc(C(F)(F)F)n2n1 | -3.4
Cc1nc(-n2nc(C)c(Cc3ccc(Cl)cc3)c2C)sc1C(=O)N1CCCCC1C (configuration not stated) | -8.1
O=C1c2cc(Cl)ccc2OCC1Br (configuration not stated) | -5.9
COC(=O)c1c(NC(=O)COc2ccccc2C)sc2c1CCCC2 | 8.4
CN(C)c1ccc(-n2cccc2C=Nc2ccc(N3CCOCC3)cc2)cc1 | -6.0
Cc1ccsc1C1c2c(n[nH]c2C(C)(C)C)OC(=N)C1C#N (configuration not stated) | -1.5
COc1cc(NC(=O)Cn2cnnn2)cc(-n2cnnn2)c1 | -0.8
Cc1ccc(N2CC(C(=O)N3CCC(C(=O)Nc4ccccc4F)CC3)CC2=O)cc1 (configuration not stated) | 6.8
CCOc1c(OC)cccc1C1NC(=S)NC(C)=C1C(=O)OC (configuration not stated) | 1.6
SMILES | RBX1-CUL1 inh
c1coc(-c2cn3nc(-c4ccco4)sc3n2)c1 | 0.8
O=C(Nc1c(Cl)cccc1Cl)C1(c2ccccc2)CC1(Cl)Cl (configuration not stated) | 5.6
O=C1NCCN(Cc2cccs2)C1CC(=O)N1CCSCC1 (configuration not stated) | -3.2
CCCNC(=O)C1CCN(S(=O)(=O)c2ccc3c(c2)CCCN3C(C)=O)CC1 | 1.8
N#CC1C(=N)C(C#N)(C#N)[C@H](c2ccoc2)[C@H]2CN(Cc3ccccc3)CC=C12 (some centres not stated) | 1.3
N#Cc1ccccc1-c1nnn(CC(=O)N/N=C/c2ccccc2O)n1 | -4.5
CC(=O)N1CCc2c(sc3c2c(=O)n(-c2cc(Cl)ccc2C)c(=O)n3Cc2ccccc2F)C1 | 8.1
CCOc1ccc(C(=O)c2oc3ccccc3c2NC(=O)Cc2coc3ccc(CC)cc23)cc1 | 0.1
O=C(CCNC(=O)c1ccccc1Br)N=Nc1c(O)[nH]c2ccc(Br)cc12 | 10.0
Cc1ccc(OC(C)C(=O)N2CCCC2)c(C)c1 (configuration not stated) | -2.0
COc1cc2c(c(OC)c1)C(c1cc(OC)ccc1OC)CC(=O)N2 (configuration not stated) | -4.8
CCC(CC)NCc1ccc2c(c1)OCO2 | 3.2
COc1ccccc1C(=O)Oc1ccc(NC(=O)Cc2nn(C)c(=O)c3ccccc23)cc1 | -8.8
CCc1ccc(-n2nc(C)c3c(C(=O)N4CCN(c5ccccc5)CC4)cc(C)nc32)cc1 | -5.7
CN1C2CCCC1CC(NC(=O)c1cccc3[nH]cnc13)C2 (configuration not stated) | -1.3
CCCCCCOc1cc(C)c(-c2nnc(-c3ccc(-c4ccccc4)cc3)o2)cc1C(=O)OC | -10.4
COc1ccccc1CCNC(=O)Cc1c(C)c2c(O)cc(C)cc2oc1=O | -8.6
COc1ccc(-n2nnc(C(=O)NCCc3cccs3)c2C)cc1 | -1.2
CSc1cccc(NC(=O)C(c2ccccc2)N2Cc3ccccc3C2=O)c1 (configuration not stated) | 0.5
COc1ccc(-c2nc3ccc4ccccc4c3c3c2CCC3)cc1OC | 2.6
O=C(NCc1ccccc1)c1nc(S(=O)(=O)Cc2ccccc2)ncc1Cl | -0.4
COc1ccc(OC)c(NC(=O)c2sc3nc(-c4cccs4)ccc3c2N)c1 | 0.6
Cc1ccccc1C(=O)OCn1nnc2ccccc2c1=O | -2.0
Cn1c(=O)oc2cc(S(=O)(=O)N3CCC(C(=O)Nc4ccc(F)c(Cl)c4)CC3)ccc21 | -5.4
CN(Cc1ccccn1)c1nc2nonc2nc1NC1CCCC1 | 6.8
SMILES | RBX1-CUL1 inh
CC1CCC2C(=O)N(c3cccc(C(=O)Oc4ccccc4)c3)C(=O)C2C1 (configuration not stated) | -7.4
CC1(C)N=C(SCc2ccccc2Cl)c2ccccc2N1 | -9.7
Cc1ccc(C)c(N2CCN(C(=O)C3CCCN(S(=O)(=O)c4cccc5nsnc45)C3)CC2)c1 (configuration not stated) | 11.2
Cc1cc(C)c2c(c1)N=C(CSCC(=O)Nc1nnc(C)s1)CC2=O | -6.2
O=C(Nc1ccc(F)cc1F)c1ccc([N+](=O)[O-])o1 | 4.3
Cc1sc(-c2c(C#N)c(N)nc3c2CCCC3)cc1COc1ccc(Cl)cc1 | 8.2
Cc1ccc([N+](=O)[O-])cc1NC(=O)CN(c1ccccc1)S(=O)(=O)N(C)C | -3.2
O=S(=O)(O)c1cnccc1Cl | 2.4
CCOC(=O)c1noc2nc(C)n(CC(=O)Nc3ccc(Br)cc3C)c(=O)c12 | -0.5
COc1ccc(S(=O)(=O)N2CCN(Cc3ccc4c(c3)OCO4)CC2)cc1OC | -3.9
Cc1ccc2c(c1)c(=O)c1ccccc1n2CCCC(=O)Nc1ccc(F)cc1F | -6.1
COc1ccccc1CNC(=O)C1CCN(S(=O)(=O)Cc2ccccc2)CC1 | 6.9
COCCOCC(=O)N1c2ccccc2C(C)(c2ccc(Cl)cc2)CC1(C)C (configuration not stated) | 8.6
COC(=O)c1c(NC(=S)NC(=O)Cc2ccccc2)sc(C)c1C | -2.3
CC(NC(=O)CC(c1ccccc1)c1cc(Cl)ccc1O)c1ccccc1 (configuration not stated) | -0.6
O=C(NC(=S)Nc1ccc(S(=O)(=O)Nc2ncccn2)cc1)c1ccccc1I | -4.6
CCOc1ccc(NC(=O)C2CCN(S(=O)(=O)c3c(C)noc3/C=C/c3ccco3)CC2)cc1 | 7.4
Cc1ccc(SCc2[nH]nc3c2C(c2ccccc2Cl)C(C#N)C(=N)O3)cc1 (configuration not stated) | -3.3
CCN(CC1CCCO1)C(=O)CC1(c2cccc(C(F)(F)F)c2)CC(=O)N(CC)C1=O (configuration not stated) | -5.6
Cc1csc(C(C)N(C)C(=O)Cn2nnnc2CN2CCC(C)CC2)n1 (configuration not stated) | -2.2
O=C(Nc1cccc(C(F)(F)F)c1)c1cccc(C(=O)Nc2cccc(C(F)(F)F)c2)c1 | -6.3
Nc1ccccc1C(=O)Nc1cc(C(=O)O)cc(C(=O)O)c1 | 7.7
Cc1cc(/C=C2/C(=O)NC(=S)N(c3ccc(F)cc3)C2=O)c(C)n1C1CCCCC1 | 8.3
Cc1sc(NC(=O)c2ccc(OCC(C)C)cc2)c(C(N)=O)c1-c1ccc(Cl)cc1Cl | -7.7
Cc1ccc(C(=O)CSc2nc(-c3ccccc3)nc3c2CCCC3)cc1C | 5.9
SMILES | RBX1-CUL1 inh
CC(C)(C)c1ccc2c(c1)C(=O)N(c1ccc([N+](=O)[O-])cc1)C2=O | 1.0
O=C(CC(c1ccccc1)C1(O)c2ccccc2C(=O)N1Cc1ccccc1)NCc1ccccc1 (configuration not stated) | 7.1
Cc1cc(=O)oc2cc(OC(=O)C(C)C)ccc12 | 1.1
CN(C)c1cc(N2C[C@H]3OC(=O)N(CCCc4ccc(F)cc4)[C@H]3C2)ncn1 | 15.6
COc1ccc(-c2nc3ccccc3n2Cc2ccc(Cl)cc2)cc1 | -5.5
O=S(=O)(Oc1ccc(-c2ccc(Br)cc2)cc1)c1ccccc1 | -6.1
Cc1ccc(N2CCn3c2nc2c3c(=O)n(CCc3ccccc3)c(=O)n2C)cc1C | 6.9
CCCc1cc(C(=O)OCC)c(NC(=O)c2c(C)noc2C)s1 | 0.1
N#CC1C(=N)Oc2c(c(=O)[nH]c3ccccc23)C1c1ccccc1C(F)(F)F (configuration not stated) | 11.0
O=C(CSc1nc(-c2cccc(F)c2)[nH]c1-c1ccccc1)Nc1ccc2c(c1)OCO2 | 2.5
CCC(=NCc1ccc(C)cc1)C1N=C(c2ccc(Cl)cc2)OC1=O (configuration not stated) | -0.5
Cc1ccc(NC(=O)/C=C/c2cccc3ccccc23)cc1C | 1.7
COC(=O)C1=C(C)N(C)C(=O)NC1c1cccc(Cl)c1Cl (configuration not stated) | 2.7
COc1ccc(NC(=O)c2cc3c(=O)n(C)c4cc(Cl)ccc4c3s2)cc1Cl | 6.0
Cc1cc(C)cc(OCC(=O)Nc2nc(-c3ccc(F)cc3)ns2)c1 | 6.4
COc1cc(/C=N/N2C(=O)c3ccccc3C2=O)c([N+](=O)[O-])cc1OC | -7.1
CCCCCC(=O)NC(=S)Nc1cccc(Cl)c1C | -16.1
C=CCN(CC=C)C(=O)NC1CCCCC1 | -2.7
CCc1nc2ccccc2n2c(-c3ccccc3)c3c(=O)n(C)c(=O)n(C)c3c12 | -2.2
Cc1onc(-c2c(Cl)cccc2Cl)c1C(=O)Nn1cnnc1 | 0.8
COCCC(=O)NCc1cccnc1-n1cnc2ccccc21 | -6.0
Cc1nc2ccccc2n(CC(N)=O)c1=O | -2.0
COc1ccccc1NC(=O)CSc1nc2ccccc2n1Cc1ccccc1 | 4.2
O=C(N/N=C/c1cnc2ccccc2n1)c1cccc(F)c1 | -1.3
COc1ccc(/C=C(/C(=O)c2cc(OC)c(OC)c(OC)c2)c2nc3ccccc3o2)cc1OC | -5.1

A second format for part of the listing above:
| Compound | RBX1-CUL1 inh |
| --- | --- |
| Cc1cc(C)cc(OCC(=O)Nc2nc(-c3ccc(F)cc3)ns2)c1 | 6.4 |
| CCC(=NCc1ccc(C)cc1)C1N=C(c2ccc(Cl)cc2)OC1=O (configuration not stated) | -0.5 |

(continued)
SMILES | RBX1-CUL1 inh
CCS(=O)(=O)N1CCC(C(=O)Nc2cc(Cl)cc(Cl)c2)CC1 | -2.4
COc1cccc(-c2nc(CS(=O)(=O)CC(=O)NCCCc3ccccc3)c(C)o2)c1 | -4.2
CC1(CCC(=O)N2CCC(N3CCCC(C(=O)NC4CC4)C3)CC2)CC1 (configuration not stated) | 4.9
CCOC(=O)c1ccccc1NC(=O)N1CC(C)Oc2ccc(C)cc21 (configuration not stated) | 2.7
COc1c(C)cc(S(=O)(=O)N2CCC(C(N)=O)CC2)cc1C | 15.1
Cc1nc(SCC(=O)N2CCOCC2)c2c3c(sc2n1)CCCC3 | 3.0
CCOc1ccc2nc(N3CCCC(C(=O)NCCc4ccc(C)cc4)C3)sc2c1 (configuration not stated) | -8.4
CCOC(=O)c1c(C)oc2c1c1c(c3ccccc32)OCN(CCO)C1 | 2.1
Cc1ccc(/C=C/C(=O)n2nc(-c3ccccc3)c3c2C(C(C)C)CCC3C)cc1 (configuration not stated) | -11.7
CC(C)(C)C1CCc2c(sc(NC(=O)c3cccc(Cl)c3)c2C(N)=O)C1 (configuration not stated) | 9.1
COCc1cc(C)nc2sc3c(c12)NC(c1ccccc1C(=O)O)N(c1cccc(C(F)(F)F)c1)C3=O (configuration not stated) | -5.0
C=CCN=c1scc(-c2ccccc2)n1CC=C | -0.2
Cc1cnc(N2CCC(C3CCN(CC(C)(C)C)C3)CC2)nc1N (configuration not stated) | 3.5
CCCCn1cnc2cc(NC(=O)c3cc(OC)c(OC)c(OC)c3)ccc21 | 3.7
CCc1nnc(SCc2ccc(OC)cc2)c2cc3sc(C)cc3n12 | -1.0
COc1cc(SC)ccc1C(=O)Nc1ccc(S(=O)(=O)Nc2nccc(C)n2)cc1 | 2.4
OCCc1nc2ccccc2n1CC1CCCCC1 | -3.9
CCOc1ccc(CNCC2CCCO2)cc1Cl (configuration not stated) | -3.4
CC1CCc2c(C(=O)Nc3ccncc3)csc2C1 (configuration not stated) | 14.5
Cc1cc(C)cc(N(CC(=O)NCCc2ccc(Cl)cc2)S(=O)(=O)c2c(C)noc2C)c1 | 1.0

Screens from PubChem BioAssay.

Only part of the results is shown; the hit share may differ from the screen's.
